LmPK inhibitor = qHTS Assay for Inhibitors of Leishmania Mexicana Pyruvate Kinase (LmPK); Q27686; purified LmPK, Kinase-Glo ATP luminescence, 1 h; Potency, µM (titrated, usually from 57.5 µM), without a hit: at the highest dose activity change, negative = inhibition, hits mostly inhibitors; 0.37% of 290,000 active; note: potency is the fitted concentration of half-maximal effect
Target sequence (Q27686 whole entry, looked up): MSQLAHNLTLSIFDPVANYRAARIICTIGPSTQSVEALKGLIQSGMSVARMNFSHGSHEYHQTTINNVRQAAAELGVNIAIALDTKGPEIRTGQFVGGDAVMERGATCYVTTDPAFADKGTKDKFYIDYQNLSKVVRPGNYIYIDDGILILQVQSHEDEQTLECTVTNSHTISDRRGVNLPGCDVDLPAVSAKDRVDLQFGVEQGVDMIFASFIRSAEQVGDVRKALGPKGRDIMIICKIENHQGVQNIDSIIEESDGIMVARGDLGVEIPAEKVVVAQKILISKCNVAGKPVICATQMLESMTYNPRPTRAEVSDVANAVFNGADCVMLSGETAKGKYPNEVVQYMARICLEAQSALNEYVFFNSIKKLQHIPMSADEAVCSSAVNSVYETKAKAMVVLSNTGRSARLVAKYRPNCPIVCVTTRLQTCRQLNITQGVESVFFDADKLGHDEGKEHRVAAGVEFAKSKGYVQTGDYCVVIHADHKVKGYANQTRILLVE
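Purified LmPK (0.1 nM) with 0.5 mM PEP and 0.1 mM ADP in imidazole buffer pH 7.2 with MgCl2/KCl, 1 h at room temperature. ATP formed was read by luciferase luminescence and normalized to no-enzyme and uninhibited controls.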
HCMV antiviral = qHTS Assay for inhibitors of the human cytomegalovirus (HCMV). activity change, negative = inhibition, % at 57.5 µM. 4.5% of 410,000 active. HFF cells, HCMV-luciferase reporter, 72 h; active compounds read low; in the data active = activity change below about -60%; inconclusive = no clear call, values can overlap the other calls; inactive = above about -39%
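Steps: HFFs plated, 16 h 37C; compounds added; HCMV-luciferase added to MOI 1 PFU/cell; 72 h 37C; OneGlo reagent, 5 min room temperature; luminescence read, normalized to controls.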
AmpC inh no detg = qHTS Inhibitors of AmpC Beta-Lactamase (assay without detergent). Potency, µM (doses to about 57.1 µM), inactives show at the highest dose activity change, negative = inhibition, usual class: inhibitors. P00811. 0.52% of 330,000 active. AID 485341, 2010. AmpC nitrocefin hydrolysis, absorbance 480 nm, 0.0001% Triton;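 note: potency is the fitted concentration of half-maximal effect; plate controls were no compound for no effect and no enzyme for full effect; nearly all actives have a fitted effect of over 20% in size; some results filed as inactive show a strong effect at the top dose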
Target sequence (P00811 whole entry, looked up): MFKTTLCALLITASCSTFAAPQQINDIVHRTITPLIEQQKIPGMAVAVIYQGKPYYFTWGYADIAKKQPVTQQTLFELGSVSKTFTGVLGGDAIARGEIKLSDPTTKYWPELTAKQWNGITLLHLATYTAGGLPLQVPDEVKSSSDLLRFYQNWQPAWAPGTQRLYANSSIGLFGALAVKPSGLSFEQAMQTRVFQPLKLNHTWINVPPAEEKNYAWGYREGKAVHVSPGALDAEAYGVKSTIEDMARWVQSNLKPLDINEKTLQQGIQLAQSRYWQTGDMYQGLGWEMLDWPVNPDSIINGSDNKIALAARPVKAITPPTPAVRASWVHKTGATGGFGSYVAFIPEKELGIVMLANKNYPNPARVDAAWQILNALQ
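AmpC (5.3 nM in the dispensed reagent) in 20 mM phosphate pH 7.0 with 0.01% (detergent screen) or 0.0001% Triton X-100 was preincubated with compounds for 15 min at room temperature. Nitrocefin was then added from an 800 uM solution, and hydrolysis was followed at 480 nm.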
AmpC inh detg = qHTS Inhibitors of AmpC Beta-Lactamase (assay with detergent) | AmpC hydrolysis of nitrocefin, absorbance 480 nm, 0.01% Triton | Potency, µM (highest dose often 114 µM), for inactives: at the highest dose activity change, negative = inhibition, usual class: inhibitors | 0.041% of 370,000 active | AID 485294, 2010;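 note: potency is the fitted concentration of half-maximal effect; 0% = no-compound wells and -100% = no-enzyme wells; nearly all actives have a fitted effect of over 25% in size; some results filed as inactive show a strong effect at the top dose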
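AmpC (5.3 nM in the dispensed reagent) in 20 mM phosphate pH 7.0 with 0.01% (detergent screen) or 0.0001% Triton X-100 was preincubated with compounds for 15 min at room temperature. Nitrocefin was then added from an 800 uM solution, and hydrolysis was followed at 480 nm.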
AMA1 RON2 block = qHTS for Inhibitors of AMA1-RON; Towards Development of Antimalarial Drug Lead: Primary Screen | Plasmodium falciparum AMA1 (3D7) - RON2 peptide interaction | AlphaScreen AMA1-biotinylated RON2 peptide binding | Potency, µM (highest dose often 58.2 µM), for inactives: at the top dose activity change, negative = inhibition, hits mostly inhibitors | 0.2% of 360,000 active;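 note: potency is the fitted concentration of half-maximal effect; 0% = vehicle wells and -100% = peptide control; nearly all actives have a fitted effect of over 45% in size; some results filed as inactive show a strong effect at the top dose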
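AMA1 (3D7) with his tag at 25 nM final met compounds first, then biotinylated RON2 peptide at 25 nM; detection used donor plus acceptor beads, 10 µg/mL apiece, read by AlphaScreen after 30 min at room temperature.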
HCV inh = qHTS Assay for Inhibitors of Hepatitis C Virus (HCV); Huh7.5.1 HCVcc-Cre infection, luciferase reporter, 44 h; Potency, µM (top dose mostly 41.8 µM), for inactives: at the top dose activity change, negative = inhibition, most hits filed as inhibitors; 3.4% of 340,000 active; note: potency is the fitted concentration of half-maximal effect
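Infectious HCVcc-Cre (~0.5 moi) was added to cells just after compound, with cells seeded 4 h earlier at 1,000 per well. Luciferase activity after 44 h culture reported infection; substrate was incubated 15 min at room temperature before reading.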
Tb PYK inh = qHTS of Trypanosoma Brucei Inhibitors | pyruvate kinase (Trypanosoma brucei), Q57TT1 | TbPYK enzyme, Kinase-Glo Plus ATP luminescence, 45 min | Potency, µM (highest dose often 76.8 µM), for inactives: at the highest dose activity, negative = inhibition, actives largely listed as inhibitors | 0.12% of 410,000 active; note: potency is the fitted concentration of half-maximal effect; nearly all actives have a fitted effect of over 50% in size
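In this concentration-response screen, enzyme-free wells defined baseline while DMSO plates tracked drift. Each reaction combined TbPYK, substrate, compound and 130 uM ADP for 45 min at room temperature. Kinase-Glo Plus luminescence gave the signal.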
Numbers without * were called inactive; ? = inconclusive; nt = no result given; & = joins results of further samples; [ ] = another dose, or the depositor's remark. Unless noted, calls come from the whole dose curve; as a rule, active = well fitted curve in the direction sought with a large enough effect; inconclusive = small, poorly fitted or top-dose-only effect, or another doubt; inactive = no such curve, though single readings can be large; an effect the other way counts as inactive or inconclusive. Unless noted, % is set by controls: 0 for no effect and ±100 for the full control effect. An unsorted share of the library (roughly 7.5% active in at least one column).

A first look (two entries):
| canonical_smiles | LmPK inhibitor | HCMV antiviral | AmpC inh no detg | AmpC inh detg | AMA1 RON2 block | HCV inh | Tb PYK inh |
| --- | --- | --- | --- | --- | --- | --- | --- |
| CCN1CCN(C(c2cccs2)C(C)NC(=O)c2ccco2)CC1 (stereo not drawn) | 0% | -15 | -34% | 1% | 4% | 14% | -5% |
| O=C(c1ccc(Cl)nc1)N1CCN(S(=O)(=O)c2ccccc2)CC1 | 2% | -31 | -23% | 0% | 68%[activator] | 10% | 4% |

Main list, from the first entry:
| canonical_smiles | LmPK inhibitor | HCMV antiviral | AmpC inh no detg | AmpC inh detg | AMA1 RON2 block | HCV inh | Tb PYK inh |
| --- | --- | --- | --- | --- | --- | --- | --- |
| CCN1CCN(C(c2cccs2)C(C)NC(=O)c2ccco2)CC1 (stereo not drawn) | 0% | -15 | -34% | 1% | 4% | 14% | -5% |
| O=C(c1ccc(Cl)nc1)N1CCN(S(=O)(=O)c2ccccc2)CC1 | 2% | -31 | -23% | 0% | 68%[activator] | 10% | 4% |
| Cc1cc(NC(=O)CSc2nc(Cc3ccccc3)c(C)[nH]2)no1 | -6% | 4 | -13% | 1% | 20% | ? | -7% |
| COc1ccc(CCNCc2cc(C)n(-c3ccc(OC)cc3)c2C)cc1 | -1% | 16 | 29% | -10% | -20% | -19% | 15% |
| COc1ccc(C2c3c(ncn(CCN4CCOCC4)c3=N)Oc3ccc4ccccc4c32)cc1OC (stereo not drawn) | 2% | -11 | 213%[activator] | ? | -2%&-25% | ? | -11% |
| CCn1cc(/C=N\NC(=O)c2ccc(Cl)cc2)cn1 | -3% | 17 | -15% | -5% | 21% | 1% | 2% |
| C/C(=N\OCC(=O)Nc1nc2ccccc2s1)c1ccccc1 | -3% | 31 | -20% | -3% | -10% | 33%[activator] | -4% |
| CC(C)Cc1nnc(NC(=O)CCC(=O)NC2CCCCCC2)s1 | 2% | -23 | -14% | -1% | 4% | 7% | 0% |
| O=C(CSc1ccc(-c2ccc(-n3cccn3)cc2)nn1)Nc1ccc([N+](=O)[O-])cc1 | nt | 6 | -13% | -16% | 24% | 13% | -5% |
| CC(=O)c1ccc(S(=O)(=O)N(CCCO)Cc2cc3cc(C)ccc3[nH]c2=O)cc1 | -1% | -26 | 60%[activator] | 2% | -9% | 5% | -4% |
| Cn1ccc2cc(S(=O)(=O)N3CCCN(C(=O)Nc4ccc(Br)cc4)CC3)ccc21 | nt | -3 | nt | -2% | nt | nt | 4% |
| CNC[C@@H]1OCc2ccccc2-c2ccccc2C(=O)N([C@H](C)CO)C[C@@H]1C | nt | 13 | nt | nt | 7% | nt | 2% |
| COc1cc(C(=O)NCCC(=O)NC(C)C)cc(OC)c1OC | -11% | 2 | 7% | ? | 3% | 15% | -3% |
| Cc1ccc(/C=[N+](\[O-])c2ccccc2C)o1 | -2% | -98* | -18% | -4% | -5% | 11% | -2% |
| CCOc1ccc(S(=O)(=O)NCCC(=O)N2CCCCCCC2)cc1 | nt | -33 | ? | ? | 10% | -13%[8.37 µM] | 4% |
| Cc1cccc(C(=O)Nc2c(C(=O)N(C)C)cnn2-c2ccccc2)c1 | 1% | -6 | -10% | -16% | -21% | -4% | -1% |
| CCOC(=O)c1ccc(NC(=O)c2nc(SC)ncc2Cl)cc1 | -4% | -16 | -3% | -3% | -10% | 0% | -9% |
| CCOc1ccccc1NC(=O)c1cccc(N2C(=O)CCC2=O)c1 | -1% | -6 | -17% | ? | -4% | -9% | -7% |
| O=C(CSc1ccc2nnc(-c3ccccn3)n2n1)Nc1ccccc1F | 2% | 43 | -16% | 5% | 2% | 23% | -12% |
| Cc1cccc(N2CCN(S(=O)(=O)c3ccc4c(c3)CCN4C(=O)CCC(=O)O)CC2C)c1 (stereo not drawn) | 9% | -3 | -33% | ? | 6% | 12% | 2% |
| Cc1ccc(-c2ccccc2C2=CC(=O)CC(C)(C)C2=O)cc1 | nt | -27 | nt | nt | -15% | nt | -11% |
| CN1C=CC2=C(C#N)C(N)C(C#N)(C#N)C(c3ccccc3)C2C1 (stereo not drawn) | -12% | -38 | -20% | ? | 5% | -22% | 6% |
| O=C(COC(=O)c1cccc(Cl)c1)NC(=O)NCc1ccccc1 | nt | -12 | -28% | nt | -8% | 9% | 4% |
| CCOc1ccc(NC(=O)c2ccc(NC(=O)CN3C(=O)C(=O)N(CC(C)C)C3=O)cc2)cc1 | nt | -29 | ? | -13% | -17% | -8% | -6% |
| CCOC(=O)c1c(NC(=O)CS(=O)(=O)c2cn(CC)c3ccccc23)sc2c1CCCC2 | 0% | 21 | nt | nt | -4% | ? | -6% |
| COc1cccc(C(=O)Nc2nnc(SCC(=O)Nc3ccc(NC(C)=O)cc3)s2)c1 | -19% | 20 | -49% | 3% | 18% | nt | -15% |
| Cc1noc(NS(=O)(=O)c2ccc(NC(=O)COc3ccccc3Br)cc2)c1C | nt | 8 | nt | 17% | nt | nt | -7% |
| O=C(NC(=S)NCc1ccco1)c1ccc(Br)cc1 | 7% | -37 | -36% | -14% | 20% | 22% | -10% |
| Cc1cccc(N(C)C(=O)CS(=O)(=O)c2cccc3nsnc23)c1 | nt | -15 | nt | 1% | nt | nt | -2% |
| CCOC(=O)Cn1c(=O)n(CC2CCCO2)c2nc(-c3ccc(OCC)cc3)nc(C(N)=O)c21 (stereo not drawn) | nt | 11 | nt | ? | nt | nt | 3% |
| CC(=O)N1CCCc2cc(S(=O)(=O)N3CCC(N(C)C(C)C)CC3)ccc21 | nt | 10 | nt | 5% | nt | nt | 6% |
| CC1CCCC(C)N1C(=O)c1cc2ncc(CCCl)cn2n1 (stereo not drawn) | -3% | -5 | -28% | ? | 13% | 29% | 1% |
| CCN1C(=O)[C@H]2[C@H]3[C@H](O)[C@H](O)C/C(=N\OC[C@@H](C)[C@H](OCc4ccccc4)C(C)C)[C@@H]3CC[C@H]2C1=O | 3% | nt | 299%[activator] | 3% | nt | 1%[8.37 µM] | nt |
| Cn1ncc([N+](=O)[O-])c1C(=O)Nc1ccccc1 | 10% | -11 | -13% | 6% | -2% | 14% | 5% |
| CC1(C)CC(=O)C=C(c2cccc(CO)c2)C1 | nt | -13 | -4% | 2% | -9% | 1% | 5% |
| Cc1ccc(CNC(=O)c2cc3sc(Cl)cc3n2C)cc1 | nt | ? | nt | -3% | nt | nt | 4% |
| CCOc1ccc(NC(=O)CN(C)S(=O)(=O)c2cnc[nH]2)cc1 | 3% | -37&9 | -15% | 0%&18% | -3% | 3% | -2%&-3% |
| COC(=O)C1=C(O)CSC1=Nc1ccccc1 | 1% | 9 | -3% | 6% | -3% | 14% | -6% |
| COc1cc(OC)nc(NC(C)=O)n1 | -3% | 27 | -6% | -5% | -3% | 7% | 6% |
| CC(=O)NC(C)(c1ccccc1)c1nc(-c2ccncc2)cs1 (stereo not drawn) | nt | 16 | nt | nt | -8% | nt | -7% |
| O=C(C1CCCCC1)N1C[C@@H](O)[C@H](n2cc(-c3ccc(F)cc3)nn2)C[C@@H]1c1ccccc1 | nt | -19 | nt | nt | -2% | nt | 10% |
| COc1cccc(Nc2nc(C(N)c3ccccc3Cl)cs2)n1 (stereo not drawn) | nt | -4 | nt | nt | 0% | nt | 1% |
| Cc1ccc(C)c(NC(=S)N/N=C/C(C)c2ccccc2)c1 (stereo not drawn) | -3% | -33 | -10%[2.29 µM] | -2% | 51%[activator] | 8% | ? |
| Cc1cccc(N(C)S(=O)(=O)c2ccc3c(c2)C(C)(C)C(=O)N3C)c1 | -1% | -7 | 10% | -13% | -13% | 5% | 0% |
| CC1=C(C)CC(C(=O)NNC(=O)c2ccccc2)C(C(=O)O)C1 (stereo not drawn) | -8% | 1 | -12% | -14% | 2% | 7% | -1% |
| CC1=C(C(=O)Nc2cccc(C(F)(F)F)c2)C2(CCN(C(C)C)CC2)OC1=O | nt | 2 | nt | 3% | nt | nt | -3% |
| O=C(c1ccc(-c2ccc([N+](=O)[O-])cc2)o1)N1CCCCC1 | -10% | 17 | -11% | -4% | -5% | -6% | -9% |
| COCCC(=O)N1CCC(Oc2ccc(C(=O)NC(C)CCn3cccn3)cc2)CC1 (stereo not drawn) | -1% | -10 | 2% | 7% | -5% | nt | -9% |
| O=C(CCOc1ccccc1)Nc1ccc(S(=O)(=O)Nc2ncccn2)cc1 | nt | 0 | -20% | -2% | -7% | 7% | 4% |
| CCOC(=O)C1CCCN(C(=O)/C=C/c2cc(OC)c(OC)c(OC)c2)C1 (stereo not drawn) | -4% | -1 | 24% | 3% | 7% | -10% | -5% |

Some of the entries so far, with each value named:
CC(=O)NC(C)(c1ccccc1)c1nc(-c2ccncc2)cs1 (stereo not drawn)
  LmPK inhibitor: nt | HCMV antiviral: 16 | AmpC inh no detg: nt | AmpC inh detg: nt | AMA1 RON2 block: -8% | HCV inh: nt | Tb PYK inh: -7%

CC1=C(C(=O)Nc2cccc(C(F)(F)F)c2)C2(CCN(C(C)C)CC2)OC1=O
  LmPK inhibitor: nt | HCMV antiviral: 2 | AmpC inh no detg: nt | AmpC inh detg: 3% | AMA1 RON2 block: nt | HCV inh: nt | Tb PYK inh: -3%

Cc1ccc(CNC(=O)c2cc3sc(Cl)cc3n2C)cc1
  LmPK inhibitor: nt | HCMV antiviral: ? | AmpC inh no detg: nt | AmpC inh detg: -3% | AMA1 RON2 block: nt | HCV inh: nt | Tb PYK inh: 4%
